# Bioassay records: PubChem, Fisher Drug Discovery Resource Center
# mcGAS MS inh – inhibitors of Mus musculus cyclic GMP-AMP synthase, initial high-throughput assay, cell-free, RapidFire MS. recombinant mouse cGAS, cGAMP by RapidFire MS. inhibition, % at 12.5 µM. 130,000 compounds, 0.18% hits. AID 1259397, 2018;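 active means inhibition of cGAS enzyme activity at or above 60%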;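 further: enzyme stimulated by 45 bp dsDNA with ATP and GTP substrates; cGAMP share of summed cGAMP plus half ATP and half GTP signals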
# Target sequence (Q8C6L5 whole entry, looked up): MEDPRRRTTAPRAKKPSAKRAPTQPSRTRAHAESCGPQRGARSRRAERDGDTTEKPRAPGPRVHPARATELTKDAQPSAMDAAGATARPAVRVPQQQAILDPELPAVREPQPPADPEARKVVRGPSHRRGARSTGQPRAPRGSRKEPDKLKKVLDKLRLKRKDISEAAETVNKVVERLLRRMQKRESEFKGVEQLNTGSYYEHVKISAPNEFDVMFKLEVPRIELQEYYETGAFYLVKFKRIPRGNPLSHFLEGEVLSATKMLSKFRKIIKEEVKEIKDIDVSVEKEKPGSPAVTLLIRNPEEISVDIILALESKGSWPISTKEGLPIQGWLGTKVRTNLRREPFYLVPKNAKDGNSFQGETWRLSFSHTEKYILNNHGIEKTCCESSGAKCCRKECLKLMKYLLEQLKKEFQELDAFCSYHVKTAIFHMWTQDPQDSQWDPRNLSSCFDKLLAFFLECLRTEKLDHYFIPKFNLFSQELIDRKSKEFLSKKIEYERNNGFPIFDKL
# * marks the source's active call; other numbers are inactive results; & = joins results of further samples. These rows are one share of the data; count on the stated rates, not on these rows.
SMILES,mcGAS MS inh
Cc1ccc(C)c(NC(=O)N2CCCC(C(=O)c3cccc(Cl)c3)C2)c1 (centres undefined),2
CCc1sc(C=O)cc1COc1ccccc1Cl,-19
Cc1occc1C(=O)NCC(CO)Cc1cccs1 (centres undefined),-27
COc1cc2c(cc1C1Nc3ccccc3C(=O)N1C)OC(C)C2 (centres undefined),-12&6
CCOC(=O)c1nn(-c2ccccc2C)c(=O)cc1N1CCN(c2cccc(C(F)(F)F)c2)CC1,-7
CN(Cc1ccc2c(c1)OCCO2)C(=O)c1cc2c([nH]c1=O)CCCC2=O,4
COc1ccc(CSc2n[nH]c(=O)n2C)c(Cl)c1,0
COc1cccc(NC(=O)C2(C)Cc3ccccc3C(=O)O2)c1 (centres undefined),-7
N#CC1(NC(=O)c2cnc(-c3ccc4c(c3)OCO4)s2)CCCC1,-4
COc1ccc(CN2CCN(Cc3c[nH]c4ccccc34)CC2CCO)c(F)c1 (centres undefined),-1
Cc1ccsc1CN(C(=O)c1ccc(=O)n(C)n1)c1ccc(F)c(Cl)c1,-29
CN(Cc1cnccn1)Cc1nc(-c2cccs2)no1,6

# Of the compounds above, these have four or more nitrogen atoms:
SMILES,mcGAS MS inh
CCOC(=O)c1nn(-c2ccccc2C)c(=O)cc1N1CCN(c2cccc(C(F)(F)F)c2)CC1,-7
CN(Cc1cnccn1)Cc1nc(-c2cccs2)no1,6

# Next section:
SMILES,mcGAS MS inh
O=C(OCC(=O)N1CCc2ccccc21)c1cccc(C(F)(F)F)c1,-1
Cc1ccc2sc(NCCCN3CCOCC3)nc2c1C,-21
O=C(O)c1cccn(Cc2ccc(F)cc2)c1=O,-6
CC(NC(=O)Cc1ccccc1)c1ccc(Br)cc1 (centres undefined),-12
CCCN(C(=O)CSC1=Nc2ccccc2CS1)C1CCS(=O)(=O)C1 (centres undefined),-31
CSc1sc(C(C)=O)c(N)c1S(=O)(=O)c1ccccc1,-15
CN(C)CC1(O)CCCN(C(=O)COCc2nc3ccc(F)cc3[nH]2)CC1 (centres undefined),6
O=C(O)c1ccccc1C1CCN(C(=O)Cc2c[nH]c3ccccc23)C1 (centres undefined),-14
COCCOC(=O)C1=C(C)NC(C)=C(C(=O)OC(C)C)C1c1cccc([N+](=O)[O-])c1 (centres undefined),-12&-2&3
Cc1cc(=O)[nH]c(NN=Cc2cc([N+](=O)[O-])ccc2O)n1,42
Oc1ccccc1-c1nc(-c2ccccc2)no1,-13
C=CCn1cnc2c(nnn2C)c1=O,3
O=C(Nc1ccccn1)c1occc1-c1ccccc1,5
N#Cc1nc(NC(=O)c2ccc(N3CCCC3)c(F)c2)[nH]c1C#N,-3
C=CCn1ccnc1-c1ccccc1OCC,0
Cc1ccc(C)n1-c1ccsc1C(=O)N1CC=C(c2ccc(O)cc2)CC1,3
COc1ccc(OC)c(-n2c(C)c(C)n3c4c(=O)n(C)c(=O)n(C)c4nc23)c1,-4
COc1ccc(Cl)cc1N1C(=O)CSC1c1ccccc1F (centres undefined),-6
O=C1N[C@H]2[C@H](CS(=O)(=O)[C@H]2CCCCC(=O)OCc2ccc(Cl)cc2Cl)N1,0
O=C(Nn1cnc2c(cnn2-c2ccccc2)c1=O)c1cccs1,-6
O=c1cc[nH]c(=S)[nH]1,-5
CN(C)c1ncccc1CNC(=O)C1(c2cccs2)CC1(C)C (centres undefined),-1
CS(=O)(=O)c1ccc(CN2CCN3C(C(=O)N4CCOCC4)=COC3=NC2=O)cc1,62*
COc1cc(C)sc1C(=O)N1CCCC2(CC1)CNC(=O)O2 (centres undefined),-26

# 4 records picked at random from the list so far:
SMILES,mcGAS MS inh
N#Cc1nc(NC(=O)c2ccc(N3CCCC3)c(F)c2)[nH]c1C#N,-3
O=C(Nc1ccccn1)c1occc1-c1ccccc1,5
O=c1cc[nH]c(=S)[nH]1,-5
CN(C)c1ncccc1CNC(=O)C1(c2cccs2)CC1(C)C (centres undefined),-1

# (list continues)
SMILES,mcGAS MS inh
Cc1sc2nc(C(C)Sc3nnc(NC4CC4)s3)[nH]c(=O)c2c1C (centres undefined),4
CCOC(=O)c1sc2nc3c(cc2c1NC(=O)N1CCOCC1)COC(C)(C)C3,-3
Cn1c(Cl)cnc1CN(Cc1ccccc1O)C1CCCC1,-12
O=C1C(=Cc2ccc3c(c2)OCO3)SC(=S)N1c1ccc2c(c1)OCCO2,-11
CN(Cc1ccc(Cl)s1)Cn1nc(-c2cccnc2)n(C2CC2)c1=S,-3
CN(C(=O)c1sccc1OC(F)F)c1nc2ccccc2s1,-8
CC1CCN(C(=O)Cn2nc(C3CC3)c3cnn(-c4cccc(Cl)c4)c3c2=O)CC1,-4
O=C(NC1CCN(c2c(F)cccc2F)C1=O)C1CC1c1ccco1 (centres undefined),-11
O=C(NCC1Cc2cc(F)ccc2O1)c1ccc2ccccc2c1 (centres undefined),-3
COc1cccc(C(=O)N/N=c2\oc3ccc(Br)cc3cc2-c2nc3ccccc3[nH]2)c1,-1
CCOC(=O)C1(C(=O)OCC)CCC(=O)c2ccc(OC)cc2C1,-9
CCN(CC)C(=O)C1CCN(c2nc3nonc3nc2NC2CC2)CC1,-2
CC(C)c1ccc(C(NC(=O)c2cnn(C)c2)C(C)C)cc1 (centres undefined),-11
CC1=C(C(=O)c2ccc(Cl)cc2)C(c2ccccc2F)NC(=O)N1 (centres undefined),0
CCNC(=O)c1ccc(C2CCCN2Cc2cccn2-c2nccs2)s1 (centres undefined),2
NC(=O)c1cc(Cl)ccc1OCC(=O)c1ccc2ccccc2c1,-7
COc1cc(C=NNc2ccc(C(F)(F)F)cn2)cc(OC)c1,-6
CN(Cc1ccc(Br)cc1)C(=O)CN1C(=O)CC2(CCCCC2)C1=O,3
CC[C@H](C)C(=O)O[C@H]1C[C@H](O)C=C2C=C[C@H](C)[C@H](CC[C@@H](O)C[C@@H](O)CC(=O)O)[C@H]21,-15&-3
CCc1ccc(-c2ccc(Nc3ccc(C(N)=O)cc3)nn2)cc1S(N)(=O)=O,0
O=C1SC(=Cc2cccs2)C(=O)N1CCNC=CC(=O)C(F)(F)F,-4
O=S(=O)(c1ccccc1)N1CCN(S(=O)(=O)c2ccccc2)C1,-16
S=c1[nH]nc(-c2cc(-c3ccccc3)nc3ccccc23)o1,-5
CCN1CCC(N(C(=O)C2CCCc3ccccc32)C2CC2)CC1 (centres undefined),-31
Cc1ccc(-n2c(SCc3ccc([N+](=O)[O-])cc3)nc3c(c2=O)SCC3)cc1,-9
CC1(Cc2ccc(Cl)cc2)C(=O)Nc2ccc(S(=O)(=O)NC3CCCCC3)cc21 (centres undefined),-7
CC1Cc2cc(-c3cc(CNC(=O)C4CCN(S(C)(=O)=O)CC4)no3)ccc2O1 (centres undefined),1
CCN(C1CCCCC1)S(=O)(=O)c1ccccc1C#N,-11
COc1cc(Cn2cnc3c(nnn3C)c2=O)cc(OC)c1,-3
CC1(C(=O)NS(=O)(=O)c2ccc(F)cc2F)CCN1C(=O)c1ccccc1 (centres undefined),2
CCOc1c(CC)cnc2c1c(=O)n(Cc1cc(OC)cc(OC)c1)c(=O)n2C,-6
c1ccc(-c2nnc(SCc3cccnc3)o2)cc1,-22
c1ncc(CC2CCNCC2)[nH]1,-14
Cc1ccc(-c2nn(Cc3ccccc3)cc2/C=C/C(=O)O)cc1,4
O=C(CC1CCCO1)NCc1cccc(OCc2ccccc2)c1 (centres undefined),-31
CCCc1cncnc1N1CCC(C2CCN(c3ncccn3)CC2)C1 (centres undefined),-8
CONC(=O)NCCC1CCCC(C)C1 (centres undefined),-6
O=C(CNc1ccc2c(c1)OCCO2)N1CCCC1c1cccs1 (centres undefined),-6
N#Cc1cc(NCC(O)COCC2CC2)nc2ccccc12 (centres undefined),-9
Cc1cccc(C2CC(=O)c3cn4ncnc4nc3C2)c1 (centres undefined),-1
CCOC(CNc1ncnc2c1nnn2C)OCC,-16
CN(C)C1(CNC(=O)Nc2ccc(N3CCSCC3)c(Cl)c2)CCSC1 (centres undefined),-19
CCC(CC(C)CO)NC(=O)C(C)(C)c1ccc(Br)cc1 (centres undefined),-14
Cc1c(/C=C/C(=O)C(F)(F)F)c2ccccn2c1CCC#N,4
Cc1nc(CN2CCN(C(=O)c3cc4c(s3)-c3ccccc3CC4)CC2)cs1,-5
c1cc(C2CCCC2)nc(N2CCCOC(CN3CCOCC3)C2)n1 (centres undefined),-7
O=c1[nH]n(-c2ncnc3sc4c(c23)CCCC4)c(=O)c2ccccc12,9
O=C1NC2c3ccccc3C(=O)N2c2ccccc21 (centres undefined),5
C(=NN1CCOCC1)c1c2ccccc2cc2ccccc12,-6
CC(=O)N(CN1C(=O)c2ccc(Br)cc2C1=O)c1cc(Br)ccc1C,-3
Cc1nc(-c2ccc(Br)cc2)nn1CN1CCOCC1,-8
CCc1nn2c(nnc3c(=O)n(CC(=O)O)ccc32)c1-c1ccc(Cl)cc1,-13
O=C(OCc1nc(-c2cccs2)no1)c1ccco1,-6
CC1CCc2sc(-c3nnc(SC4CCOC4=O)o3)cc2C1 (centres undefined),-2
COc1ccccc1-c1n[nH]c(=S)o1,15
O=C1c2ccccc2C(=O)C1c1ccccc1,6&7
CC1=CC(=NN=C(N)N)CC1,-8
O=C(CCCl)Nn1cnc2c(cnn2-c2cccc(Cl)c2)c1=O,-5
CC1CCN(S(=O)(=O)c2cccc3c2C(=O)c2ccccc2C3=O)CC1,-10
CC(C)(Oc1ccc(Cl)cc1)C(=O)N1CCC(=O)Nc2cc(F)ccc21,-11
# Continued.
SMILES,mcGAS MS inh
COc1cccc(NC(=O)CCC2CCN(C(=O)CC3=CCCCC3)CC2)c1,-13
Cn1c(O)c(N=NC(=O)c2ccncc2)c2ccccc21,-10
O=C1NCC2(CCCN(C(=O)CCn3cnc4ccccc4c3=O)C2)O1 (centres undefined),-10
Cc1ccc(-c2ccnc(N3CCC4(CC3)CNC(=O)O4)n2)c(C)n1,-1
CC(C)(C)OC(=O)N1N=C2CCCCC2C1(O)C(F)(F)F (centres undefined),-16
O=C(CNc1c(F)cccc1-n1cccn1)N1CCOCC1,-15
Cc1cccc(C(=O)Nc2cnc3c(c2)c(=O)n(C)c(=O)n3C)c1,3
COc1cccc(-c2cnc(-c3ccncc3)nc2C2CCN(C(=O)c3cncs3)CC2)c1,-11
CCN(CC)C(=O)Oc1ccc(-c2ccccc2)cc1,-6
Cn1nnc2c(Nc3cc(F)ccc3F)ncnc21,-7
CC(NC(=O)Cc1c(F)cccc1Cl)c1ccncc1 (centres undefined),-2
CCN(C/C=C/c1ccccc1)C(=O)c1ccc(C2CCCN2)s1 (centres undefined),-5
NC(=O)CSc1n[nH]c(=S)s1,24
COc1ccc(C2CCCCC2=O)cc1F (centres undefined),-7
Cc1nc2ccc(C(=O)N3CCC(CCC(=O)NC4CC4)CC3)cc2nc1C,-5
CSCCCNC(=S)NNC(=O)C1CC1,-10
CCNC(=O)C1(C)CCN(Cc2ccc(OC(F)(F)F)cc2)C1 (centres undefined),-8
CCOc1cc(/C=C(\C#N)c2nc3ncc(Br)cc3[nH]2)ccc1O,34
O=C(Nc1c2c(nn1-c1ccccc1)CS(=O)(=O)C2)c1ccc2ccccc2c1,-5
COc1nc(-c2noc(C)n2)nc(N2CCCC2)n1,-36
CNc1nc(N2CCC(n3nccc3NC(=O)C3CC3)CC2)nc2c1CCC2,-11
Cc1nc(-c2cccc(F)c2)nc(N2CCNCC2)c1Cc1ccccc1,-9
O=C(Cc1ccccc1)NC1CCN(c2ccccc2C(=O)N2CCN(C(=O)C3CCCO3)CC2)CC1 (centres undefined),-2
COc1ccc(C(=O)NCc2ccc(N(C)C)nc2)cc1OC(F)F,-8

# Reformatted bar-delimited: 7 of the compounds above.
compound | mcGAS MS inh
CSCCCNC(=S)NNC(=O)C1CC1 | -10
CCNC(=O)C1(C)CCN(Cc2ccc(OC(F)(F)F)cc2)C1 (centres undefined) | -8
CCOc1cc(/C=C(\C#N)c2nc3ncc(Br)cc3[nH]2)ccc1O | 34
O=C(Nc1c2c(nn1-c1ccccc1)CS(=O)(=O)C2)c1ccc2ccccc2c1 | -5
COc1nc(-c2noc(C)n2)nc(N2CCCC2)n1 | -36
CNc1nc(N2CCC(n3nccc3NC(=O)C3CC3)CC2)nc2c1CCC2 | -11
Cc1nc(-c2cccc(F)c2)nc(N2CCNCC2)c1Cc1ccccc1 | -9

# Further records.
SMILES,mcGAS MS inh
Cc1ccc(NC(=O)CN(C)Cc2nnc(C)n2C)cc1Cl,-9
O=[N+]([O-])c1c(N2CCCCC2)ncnc1N1CCCCC1,-6
O=C(Cn1cnc2sc3c(c2c1=O)CCC3)Nc1ccc(F)c(F)c1,2
Cc1cccc(C(N)C(=O)O)c1 (centres undefined),-10
Clc1nc(N2CCCCC2)nc(N2CCCCC2)n1,2
Cc1ccc(-c2cc(C(=O)O)n3nc(-c4ccc(Cl)cc4)cc3n2)cc1,-3
Cc1[nH]cnc1CN1CCC(O)(c2cccc(C(F)(F)F)c2)CC1,-20
O=C(NC1CCCNC1)c1cc(COc2cccc(C(F)(F)F)c2)[nH]n1 (centres undefined),-7
CC1(C(=O)NS(=O)(=O)c2cccc(Cl)c2)CCN1C(=O)C1CCCCC1 (centres undefined),-7
CCOc1ccccc1CSCc1ccc(C(N)=O)cc1,2
Cc1cc(=O)oc(C)c1C(=O)NCC1CCCO1 (centres undefined),-3
C=CCCc1nc(-c2c(OC)cccc2OC)no1,2
Cc1ccc(C(=O)NNC(=O)OC(C)(C)C)c(Cl)c1,-5
COc1cc(OC)cc(C(=O)NCC2CCCN(C(=O)c3oc(C)cc3C)C2)c1 (centres undefined),-1
O=C1N(Cc2cccnc2)c2ccccc2S(=O)(=O)N1c1cc(F)ccc1F,-8
CC(C)(C)c1nnc2sc(SCCN3C(=O)c4ccccc4C3=O)nn2c1=O,-4
CCOCCCn1c(SC)nc2ccc(Br)cc2c1=O,4
Cc1noc(N)c1C(=O)OCC(=O)NCC1(c2ccc(F)cc2)CCCC1,-4
O=C(Cn1c2ccccc2n2ncnc12)c1ccc(Br)cc1,-14
CC(CC(=O)Nc1ccccc1-c1nn[nH]n1)CC(C)(C)C (centres undefined),-12
